Peg3 promoter: Peg3 promoter activity inhibition | 1.7% of 360,000 active | HeLa PEG-Prom luciferase reporter, luminescence, overnight | AID 588405 | inhibition, % at 20 µM;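 active = inhibition of at least 50% at 20 µM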
m5-HT2A agonist: mouse HTR2A agonism via beta-arrestin recruitment; P35363; CHO-K1 mHTR2A beta-arrestin complementation, luminescence; percent of 30 µM serotonin response; activation, % at 7.6 µM; 0.66% of 360,000 active; AID 624169;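 active = activation above a run cutoff, the mean activation of all tested compounds plus 3 SD, cut at about 14% in these data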;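 note: 0% = plate median of compound wells and 100% = 30 µM serotonin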
Target sequence (P35363 whole entry, looked up): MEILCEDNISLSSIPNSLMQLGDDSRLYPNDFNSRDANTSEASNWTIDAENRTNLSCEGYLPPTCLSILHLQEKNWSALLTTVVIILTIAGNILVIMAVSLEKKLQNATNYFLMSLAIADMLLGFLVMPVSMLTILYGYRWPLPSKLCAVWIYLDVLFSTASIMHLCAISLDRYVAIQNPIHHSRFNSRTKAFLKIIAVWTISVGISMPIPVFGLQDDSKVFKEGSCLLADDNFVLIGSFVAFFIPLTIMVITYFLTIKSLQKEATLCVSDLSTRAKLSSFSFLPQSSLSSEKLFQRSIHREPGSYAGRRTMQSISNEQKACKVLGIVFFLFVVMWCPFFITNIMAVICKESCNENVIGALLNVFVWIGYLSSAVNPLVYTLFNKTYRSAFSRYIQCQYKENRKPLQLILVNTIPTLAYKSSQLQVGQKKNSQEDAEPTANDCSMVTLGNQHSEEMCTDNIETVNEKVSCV
CaV13 FRET inh: Disruptors of the CACNA1D IQ motif to Ca2+-dependent inactivation inhibitor domain association, primary screening, Förster resonance energy transfer in intact living … | HEK cells, CFP/YFP FRET ICDI-IQ, plate reader, 10 min; percent FRET-ratio fall versus neutral wells | inhibition, % at 12.3 µM | 0.098% of 340,000 active;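 active = mean replicate inhibition of at least 30% and at least 1% of replicates passing that level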;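 note: 0% = median of the neutral control wells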
hiPSC survival: increases survival of single human iPS cells. 0.044% of 360,000 active. survival enhancement, % at 20 µM. hiPSC single-cell survival, ATPlite luminescence; 100% = ROCK inhibitor wells, 0% = DMSO. AID 602274; in the data active = survival enhancement above about 18%;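 note: cells exposed to compounds for 16 hours before the ATP read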
Cardio protect: modulators protecting cardiomyocytes from myocardial damage; H9c2 cardiomyocytes, H2O2 injury protection, ATPLite, 2 h; protection from H2O2 cell death, % at 20 µM; 0.63% of 360,000 active;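 active = compounds giving at least 50% protection of heart cells from peroxide-induced death in the single-dose screen, raw or plate-pattern-corrected value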;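 note: 0% = DMSO wells with peroxide and 100% = DMSO wells without peroxide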
TRPM1 prom inh: inhibitors of MITF-driven TRPM1 promoter in melanoma cells; inhibition, % at 12.5 µM; AID 488899; 0.83% of 330,000 active; SK-MEL-5 TRPM1 promoter luciferase, 24 h;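 active = mean inhibition across replicates of 60% or more, whatever share of single replicates reaches that level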; note: values of inactives mirror those of a sister screen read the other way
NR2E3 ag-1: activates human NR2E3 receptor | CHO-S Gal4-NCOR/VP16-NR2E3 two-hybrid, luciferase | inhibition of corepressor binding, % at 3.98 µM | 0.35% of 360,000 active | AID 602229;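 active = inhibition above the mean of all tested compounds plus 3 SD, cut at about 70% in these data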;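 note: 0% = DMSO with NR2E3 transfected cells and 100% = cells lacking NR2E3 construct; higher means lower luciferase signal from less NR2E3 corepressor binding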
Shn3 inh set2: reduces Shn3 3'UTR luciferase signal in osteoblasts. Clone20 osteoblast Shn3 3'UTR firefly luciferase, 24 h. inhibition, % at 12.5 µM. 0.52% of 360,000 active. AID 588674;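 active = mean inhibition of at least 75% with every replicate also reaching 75%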;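 note: 0% = median of neutral control wells and 100% = pilot-screen positive control compound; some compounds past the cut are filed as inactive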
PDI turbidity: blocks human protein disulfide isomerase activity; PDI insulin aggregation turbidity, A650, 90 min; inhibition, % at 10 µM; 0.052% of 350,000 active;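 active = mean inhibition across replicates of 30% or more, whatever share of single replicates reach that level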;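 note: absorbance from insulin aggregation driven by PDI reduction with DTT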
Target sequence (P07237 whole entry, looked up): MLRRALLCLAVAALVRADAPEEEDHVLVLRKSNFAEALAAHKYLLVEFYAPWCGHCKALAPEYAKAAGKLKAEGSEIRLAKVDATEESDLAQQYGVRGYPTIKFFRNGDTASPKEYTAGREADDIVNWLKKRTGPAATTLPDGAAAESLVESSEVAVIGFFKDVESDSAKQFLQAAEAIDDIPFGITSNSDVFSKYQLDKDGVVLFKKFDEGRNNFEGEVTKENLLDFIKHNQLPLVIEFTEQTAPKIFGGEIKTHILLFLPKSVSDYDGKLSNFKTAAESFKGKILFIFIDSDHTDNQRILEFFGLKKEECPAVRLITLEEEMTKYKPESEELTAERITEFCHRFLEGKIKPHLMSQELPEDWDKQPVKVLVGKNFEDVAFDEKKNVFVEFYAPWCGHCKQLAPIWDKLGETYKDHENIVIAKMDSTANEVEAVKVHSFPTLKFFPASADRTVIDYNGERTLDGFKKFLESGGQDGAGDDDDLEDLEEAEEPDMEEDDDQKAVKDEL
NR2E3 ag-2: NR2E3 (human) agonism. GST-NR2E3/biotin-RetCOR TR-FRET, 1536-well. inhibition of corepressor binding, % at 4.78 µM. 0.12% of 320,000 active. AID 2300;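 active = percent inhibition above the cutoff of mean plus 3 SD of all tested compounds, set per screening campaign, cut at about 20% in these data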;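 note: 0% = DMSO wells and 100% = biotin wells as full block of FRET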
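System: GST-tagged NR2E3 plus biotinylated RetCOR corepressor; Amount: 1.35 nM GST-tagged NR2E3 final; Dosing: single nominal compound dose of 4.8 µM; Schedule: 5 h incubation at 4 °C; Technique: TR-FRET with europium anti-GST and streptavidin-D2, 340 nm excitation; Controls: biotin wells as high control, 0.6% DMSO wells as low control.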
HIF-2a inh: blocks HIF-2a reporter activity | 0.72% of 360,000 active | 786-0 RCC cells HIF-2a reporter, luciferase luminescence, overnight | inhibition, % at 18.8 µM | AID 624352;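 active = inhibition of the luminescence signal of 40% or more relative to plate controls, in a single-dose primary screen at 18.75 µM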
* = called active by the depositor; · = no result given.

# | Molecule | Peg3 promoter | HIF-2a inh | CaV13 FRET inh | PDI turbidity | Cardio protect | TRPM1 prom inh | Shn3 inh set2 | hiPSC survival | NR2E3 ag-2 | NR2E3 ag-1 | m5-HT2A agonist
1 | CC(=NCc1ccc2c(c1)OCO2)c1c(O)n(Cc2ccccc2)c(=O)[nH]c1=O | 2 | 15 | -4 | -1 | 5 | 3 | 2 | -0.4 | 0 | 14 | -9
2 | O=C1CC(=O)N(c2cccc(Br)c2)C(=O)N1 | 9 | 29 | -4 | 7 | -3 | -2 | 8 | 0.0 | -3 | 7 | 1
3 | O=C(COc1ccccc1)NCCc1cnc[nH]1 | 15 | 12 | -3 | 11 | 16 | -5 | -5 | 0.8 | · | -18 | 3
4 | Cc1cccc(C)c1-n1nnnc1C(CCc1ccccc1)N1CCC2(CC1)C(=O)NCN2c1ccccc1 (stereo not drawn) | 3 | 13 | -9 | · | 5 | · | 11 | 0.1 | · | -11 | -2
5 | CCn1c(O)c(C(c2ccccn2)c2c(O)n(CC)c(=S)[nH]c2=O)c(=O)[nH]c1=S | 0 | 9 | -8 | 2 | 4 | -2 | -19 | -0.4 | 5 | -13 | 0
6 | CSc1ccc(C(=O)C2CCCN(Cc3cc4ccccc4[nH]3)C2)cc1 (stereo not drawn) | 20 | 11 | -4 | 3 | 4 | 21 | 26 | -1.3 | 6 | 29 | 0
7 | Cc1nn(CC(C)C)c(Cl)c1C(=O)NC1CCCC1 | -2 | -2 | -13 | -3 | 13 | · | 6 | 4.5 | · | -6 | 2
8 | CC(C)CC(=O)NC(Oc1ccc(Cl)cc1)C(Cl)(Cl)Cl (stereo not drawn) | 4 | 4 | -4 | -12 | -7 | 1 | 11 | -1.2 | -4 | -17 | 7
9 | NNC(=O)c1ccc(Cl)cc1 | 5 | 11 | -2 | -1 | 15 | -2 | -10 | 0.5 | -1 | -50 | -10
10 | COC(=O)Cn1cc(/C=C2\C(=O)NC(=O)N(c3ccc(OC)cc3)C2=O)c2ccccc21 | 12 | 11 | -5 | -1 | 10 | 11 | -2 | -0.2 | 2 | 5 | 7
11 | O=c1[nH]c(=S)n(C2CC2)c(O)c1/C=N/N1CCOCC1 | 5 | 2 | -2 | -4 | 0 | 6 | 7 | 1.1 | -1 | 7 | 1
12 | COC(=O)[C@@]1(Cc2ccc(F)cc2)[C@H]2c3cc(C(=O)N(C)C)[nH]c3C[C@H]2CN1C(=O)c1ccccc1 | 13 | 20 | -4 | 6 | 13 | 11 | -25 | 0.4 | 3 | 22 | 5
13 | C[C@]12CC[C@H](O)CC1=CCC1C2CC[C@@]2(C)C1C[C@@H]1CC(=O)O[C@@H]12 (stereo partly drawn) | -7 | 3 | -6 | -4 | -8 | 11 | 7 | -1.0 | · | 12 | -4
14 | O=Cc1c(C(=O)O)n(Cc2ccc(Cl)cc2)c2ccccc12 | 11 | 16 | -5 | 2 | 5 | -3 | 8 | 1.8 | 0 | 7 | 1
15 | CCC1(NS(=O)(=O)c2ccc(N)cc2)C(=O)N(C)C(=O)N(C)C1=O | 8 | 3 | -9 | 2 | 2 | -9 | -16 | -1.7 | · | -13 | 6

Copied from above, compounds 6–15
# | Molecule | Peg3 promoter | HIF-2a inh | CaV13 FRET inh | PDI turbidity | Cardio protect | TRPM1 prom inh | Shn3 inh set2 | hiPSC survival | NR2E3 ag-2 | NR2E3 ag-1 | m5-HT2A agonist
6 | CSc1ccc(C(=O)C2CCCN(Cc3cc4ccccc4[nH]3)C2)cc1 (stereo not drawn) | 20 | 11 | -4 | 3 | 4 | 21 | 26 | -1.3 | 6 | 29 | 0
7 | Cc1nn(CC(C)C)c(Cl)c1C(=O)NC1CCCC1 | -2 | -2 | -13 | -3 | 13 | · | 6 | 4.5 | · | -6 | 2
8 | CC(C)CC(=O)NC(Oc1ccc(Cl)cc1)C(Cl)(Cl)Cl (stereo not drawn) | 4 | 4 | -4 | -12 | -7 | 1 | 11 | -1.2 | -4 | -17 | 7
9 | NNC(=O)c1ccc(Cl)cc1 | 5 | 11 | -2 | -1 | 15 | -2 | -10 | 0.5 | -1 | -50 | -10
10 | COC(=O)Cn1cc(/C=C2\C(=O)NC(=O)N(c3ccc(OC)cc3)C2=O)c2ccccc21 | 12 | 11 | -5 | -1 | 10 | 11 | -2 | -0.2 | 2 | 5 | 7
11 | O=c1[nH]c(=S)n(C2CC2)c(O)c1/C=N/N1CCOCC1 | 5 | 2 | -2 | -4 | 0 | 6 | 7 | 1.1 | -1 | 7 | 1
12 | COC(=O)[C@@]1(Cc2ccc(F)cc2)[C@H]2c3cc(C(=O)N(C)C)[nH]c3C[C@H]2CN1C(=O)c1ccccc1 | 13 | 20 | -4 | 6 | 13 | 11 | -25 | 0.4 | 3 | 22 | 5
13 | C[C@]12CC[C@H](O)CC1=CCC1C2CC[C@@]2(C)C1C[C@@H]1CC(=O)O[C@@H]12 (stereo partly drawn) | -7 | 3 | -6 | -4 | -8 | 11 | 7 | -1.0 | · | 12 | -4
14 | O=Cc1c(C(=O)O)n(Cc2ccc(Cl)cc2)c2ccccc12 | 11 | 16 | -5 | 2 | 5 | -3 | 8 | 1.8 | 0 | 7 | 1
15 | CCC1(NS(=O)(=O)c2ccc(N)cc2)C(=O)N(C)C(=O)N(C)C1=O | 8 | 3 | -9 | 2 | 2 | -9 | -16 | -1.7 | · | -13 | 6

(next part)
# | Molecule | Peg3 promoter | HIF-2a inh | CaV13 FRET inh | PDI turbidity | Cardio protect | TRPM1 prom inh | Shn3 inh set2 | hiPSC survival | NR2E3 ag-2 | NR2E3 ag-1 | m5-HT2A agonist
16 | C#CC(CC)(CC)NC(=O)Nc1ccc(OCC)cc1 | -36 | -40 | 0 | -9 | -3 | -17 | 18 | -0.7 | 2 | -7 | -5
17 | O=C(c1cccc(N2CCCC2=O)c1)N1CCC2(CC1)OCCO2 | 13 | 4 | · | 3 | 14 | 10 | -8 | 2.9 | -4 | -1 | 2
18 | O=C1CN=C(c2ccccc2)c2cc([N+](=O)[O-])ccc2N1 | 17 | 13 | · | -3 | 5 | -2 | -65 | 0.5 | · | 16 | -5
19 | COc1ccc(N2C(=O)CC(N3CCC(n4c(=O)[nH]c5ccccc54)CC3)C2=O)cc1 (stereo not drawn) | 9 | 17 | -5 | 0 | 0 | -10 | -7 | -0.1 | -1 | -7 | 1
20 | CCOC(=O)[C@]12Cc3cc(C)ccc3[C@H]1N(CCC(=O)OC)C(=O)c1ccccc12 | · | 25 | -10 | · | · | · | · | -1.6 | · | -13 | 2
21 | CC(=O)c1c(C)n(C2CCCCC2)c2ccc(O)cc12 | 20 | 20 | 2 | 4 | 22 | 14 | 14 | 5.5 | 1 | -33 | -2
22 | CC[C@]12CC[C@H](O)CC1=CCC1C2CC[C@]2(C)C(=O)CCC12 (stereo partly drawn) | -1 | 10 | -6 | -1 | -1 | · | 17 | 0.0 | · | -21 | 0
23 | Cc1cccc(CN2CCCC(C(=O)c3ccc(C(F)(F)F)cc3)C2)n1 (stereo not drawn) | 12 | 14 | -3 | -3 | -3 | 13 | 26 | -2.6 | 0 | 7 | 4
24 | CC1=CC(=O)C2=C(C)C[C@H](O)[C@@H]3[C@H](OC(=O)[C@H]3C)[C@@H]12 | -1 | 5 | -5 | -3 | 2 | 4 | 2 | -0.6 | 4 | -1 | -2
25 | CCN1CCC(N(C)C2CCCCC2)CC1 | -2 | 14 | -3 | 16 | 12 | -4 | 16 | -0.6 | 0 | -9 | -1
26 | O=C(c1ccccc1)C1CCCN(Cc2nc(-c3cnccn3)no2)C1 (stereo not drawn) | 12 | 14 | -19 | 4 | 3 | 14 | 5 | 0.3 | -2 | -7 | -3
27 | Cn1cnc([N+](=O)[O-])c1Sc1ccc([N+](=O)[O-])cc1 | 22 | 1 | 4 | 2 | 3 | 14 | -32 | -0.3 | -4 | -1 | 1
28 | COc1cccc(N2CCN(Cc3cccc(Cl)c3)CC2)c1 | 16 | -4 | -7 | 2 | -5 | 2 | -17 | 0.7 | 4 | 0 | 7
29 | Cc1ccc(-n2c(O)c(/C=C/C=Nc3ccccc3)c(=O)[nH]c2=O)cc1 | 14 | 14 | -5 | -19 | 11 | -2 | 0 | -2.3 | 0 | -17 | 4
30 | CC1=CC(=Cc2sc3ccccc3[n+]2C)C=C(C)O1 | 29 | 11 | -5 | 0 | -31 | 70* | 72 | -4.0 | · | -10 | -4

The list continues.
# | Molecule | Peg3 promoter | HIF-2a inh | CaV13 FRET inh | PDI turbidity | Cardio protect | TRPM1 prom inh | Shn3 inh set2 | hiPSC survival | NR2E3 ag-2 | NR2E3 ag-1 | m5-HT2A agonist
31 | C=CCOC(=O)COc1cc(C)cc2oc(=O)c3c(c12)CCC3 | 1 | 13 | -5 | -4 | -1 | 2 | -7 | 6.4 | -2 | -17 | -1
32 | N=C1C(c2ccccc2)=C(O)CN1Cc1ccco1 | 4 | 2 | -9 | -1 | 1 | -11 | 4 | 7.6 | 4 | -6 | -1
33 | Fc1ccc2c(c1)nnn2C1CCN(Cc2ccccc2)CC1 | 20 | 12 | -5 | 1 | 2 | 6 | 2 | 1.5 | -1 | -1 | -10
34 | CCN(CC)P(=O)(/C=C(\Cl)c1ccccc1)/C=C(\Cl)c1ccccc1 | -31 | 12 | -18 | 0 | 13 | -5 | -20 | -0.1 | -4 | 10 | 1
35 | CC(=O)OC1(Cc2ccccc2)CN2CCC1c1ccccc12 (stereo not drawn) | 7 | 7 | · | 3 | 5 | 7 | 10 | -0.9 | 1 | -16 | 1
36 | O=C(CN1CCCC1)Nc1ccc(Cl)cc1C(=O)c1ccccc1 | 4 | 15 | 2 | -1 | -9 | 9 | 7 | -3.0 | -6 | 12 | 1
37 | O=[N+]([O-])c1cccc(C2N3CCCN23)c1 (stereo not drawn) | 8 | 3 | -3 | 13 | 6 | -9 | -9 | 1.8 | 3 | 3 | 0
38 | COC(=O)C1=C(c2ccc(F)cc2OCc2ccccc2)C[C@@H]2CC[C@H]1N2C(=O)NCCNC(C)=O | -8 | -3 | -12 | 12 | 1 | -6 | -1 | -0.5 | 2 | -6 | -3
39 | CCCc1nc2ccc(Br)cc2c(=O)n1-c1ccc([N+](=O)[O-])c(C(F)(F)F)c1 | 55* | -7 | -5 | 3 | -14 | 32 | 93* | 2.1 | 0 | 6 | 1
40 | COc1cc(C)c(CNCCc2c[nH]c3ccccc23)cc1C | 95* | 17 | -4 | 7 | 1 | 42 | 39 | -0.5 | 0 | -14 | -1
41 | CCOP(=S)(OCC)C(O)CCCCCn1c(=O)c(F)cn(C2CCCO2)c1=O (stereo not drawn) | -1 | 7 | -20 | -1 | 8 | 10 | 3 | 0.3 | 1 | -5 | -4
42 | CC(C)OCC(O)CN1CC2C[C@@H](C1)Cn1c2cccc1=O (stereo partly drawn) | 10 | -2 | -18 | -7 | -4 | -3 | 2 | -0.2 | -1 | 4 | -1
43 | O=[N+]([O-])c1ccc(N2CCOCC2)c2c1no[n+]2[O-] | 96* | 69* | -6 | -1 | -8 | · | 61 | -6.2 | · | 58 | 1

From PubChem

These rows are one share of the data; rates above refer to the full screens.
